# High-throughput results deposited in PubChem BioAssay by National Center for Advancing Translational Sciences (NCATS).
# D1 potentiator: Potentiators of Human D1 Dopamine Receptor: qHTS. actives 0.036% (n = 360,000). HEK293 TREx D1 cells, calcium flux, dopamine EC20 potentiation. AID 504651, 2011. potentiation, % at 10 µM; in the data active = potentiation above about 30%; also: 0% is about no effect
# Target sequence (P21728 whole entry, looked up): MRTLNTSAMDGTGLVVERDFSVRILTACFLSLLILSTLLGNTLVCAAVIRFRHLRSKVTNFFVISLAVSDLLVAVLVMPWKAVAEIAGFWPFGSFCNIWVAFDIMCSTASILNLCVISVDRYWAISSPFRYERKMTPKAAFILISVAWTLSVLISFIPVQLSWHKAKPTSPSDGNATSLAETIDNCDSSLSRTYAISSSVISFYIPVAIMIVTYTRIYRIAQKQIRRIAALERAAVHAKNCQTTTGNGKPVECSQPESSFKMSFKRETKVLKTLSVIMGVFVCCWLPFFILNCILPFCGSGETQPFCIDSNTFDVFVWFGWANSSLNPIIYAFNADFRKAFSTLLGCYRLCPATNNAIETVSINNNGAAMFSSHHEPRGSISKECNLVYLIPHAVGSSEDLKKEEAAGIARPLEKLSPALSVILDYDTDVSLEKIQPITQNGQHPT
# TRHR PAM: qHTS for Small Molecule Agonists and Allosteric Enhancers of Human TRH Receptor: Primary Screen for Enhancers | actives 0.66% (n = 360,000) | TRHR cells, fluo-8 calcium fluorescence, EC20 TRH enhancement | enhancement, % at 2 µM | Thyrotropin-releasing hormone receptor (Homo sapiens), P34981; in the data active = enhancement above about 30%; also: 0% is about no effect
# Target sequence (P34981 whole entry, looked up): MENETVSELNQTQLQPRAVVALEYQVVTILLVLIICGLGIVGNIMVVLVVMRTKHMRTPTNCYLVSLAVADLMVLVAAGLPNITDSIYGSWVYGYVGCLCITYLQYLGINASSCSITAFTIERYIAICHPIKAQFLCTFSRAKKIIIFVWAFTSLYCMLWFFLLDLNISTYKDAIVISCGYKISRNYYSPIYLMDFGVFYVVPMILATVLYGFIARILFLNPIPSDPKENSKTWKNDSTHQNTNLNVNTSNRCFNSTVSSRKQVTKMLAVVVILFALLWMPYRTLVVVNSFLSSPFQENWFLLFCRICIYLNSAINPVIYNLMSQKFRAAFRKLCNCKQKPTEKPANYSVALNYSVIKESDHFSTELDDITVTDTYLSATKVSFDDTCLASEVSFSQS
#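 TRHR-expressing cells loaded with fluo-8 calcium dye were read kinetically (ex 480/em 530) during compound addition, then stimulated with an EC20 of TRH (10 nM final). Enhancement of the Gq-mediated intracellular calcium response was scored.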
# RXFP1 agonist: qHTS Assay for Agonists of the Relaxin Receptor RXFP1; Relaxin receptor 1 (Homo sapiens), Q9HBX9; HEK293T-RXFP1 cAMP TR-FRET, 30 min; response scale: percent of porcine relaxin response, buffer zero; Potency, µM (top dose mostly 57.5 µM), for inactives: top-dose activation, actives largely listed as activators; actives 0.3% (n = 370,000); AID 2676, 2010; active = well fitted activation curve with a large enough effect; also: potency is read from the fitted curve at half-maximal effect; % is scaled to controls: 0 for no effect and ±100 for the full control effect; nearly all actives have a fitted effect of over 60% in size; many of its hits are not listed in these tables
#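 HEK293 cells stably expressing RXFP1, treated 30 min at 37C with compounds plus PDE4 inhibitor Ro 20174; cAMP measured by HTRF TR-FRET. Normalized to buffer and 29 nM porcine relaxin; EC50 by Hill fit.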
# D2 agonist: HTS Assay for Allosteric Agonists of the Human D2 Dopamine Receptor: Primary Screen for Agonists. D(2) dopamine receptor (Homo sapiens), P14416. HEK293 T-REx D2 cells, calcium flux agonist mode. activation, % at 2 µM. actives 0.53% (n = 340,000). AID 485358, 2010;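 active = activation over 3 SD above normal in the single-dose calcium agonist read, cut at about 30% in these data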; also: 0% is about no effect
#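 Tetracycline-induced HEK293 Trex cells with D2 receptor force-coupled to calcium signaling, plated overnight at 30 C and loaded with no-wash calcium dye. Calcium flux read kinetically for 180 s after compound addition; responses flag agonists.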
# D1 agonist: Allosteric Agonists of the Human D1 Dopamine Receptor: qHTS. D(1A) dopamine receptor (Homo sapiens), P21728. HEK293 T-REx D1 cells, calcium flux, agonist mode. activation, % at 2 µM. actives 1% (n = 360,000). AID 504660, 2011; in the data active = activation above about 30%; also: 0% is about no effect
#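 Tetracycline-induced HEK293 TREx D1 cells, force-coupled to calcium signalling, were dye-loaded with a no-wash calcium kit. Compound was pin-added after a 10 s baseline. Fluorescence was read kinetically at 1 cycle/s for 180 s, with calcium rises flagged as agonism.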
# D1 antagonist: Antagonist of Human D 1 Dopamine Receptor: qHTS; actives 3.2% (n = 360,000); D(1A) dopamine receptor (Homo sapiens), P21728; HEK293 TREx D1 cells, calcium flux, dopamine EC80; stronger effect = lower value; activity change, negative = inhibition, % at 10 µM; in the data active = activity change below about -30%; also: % is scaled to controls: 0 for no effect and ±100 for the full control effect
#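 After overnight tetracycline induction at 30 C, force-coupled D1 HEK293 cells took up a no-wash calcium dye at room temperature. Compounds were added and monitored 180 s, and the response to EC80 dopamine was then recorded.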
# RXFP1 antagonist: qHTS Assay for Antagonists of the Relaxin Receptor RXFP1; Relaxin receptor 1 (Homo sapiens), Q9HBX9; HEK293-RXFP1, relaxin-stimulated cAMP HTRF, 30 min; stronger effect = lower value; activity change, negative = inhibition, % at 57.5 µM; actives 0.59% (n = 350,000);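 active = activity change of -60% or lower, but not beyond a set lower limit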; also: % is scaled to controls: 0 for no effect and ±100 for the full control effect
# D2 PAM: HTS Assay for Positive Allosteric Modulators of the Human D2 Dopamine Receptor: Primary Screen for Potentiators. potentiation, % at 10 µM. actives 0.34% (n = 340,000). HEK293 T-REx D2, calcium flux, EC20 dopamine potentiation. AID 485347, 2010;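 active = potentiation over 3 SD above the plate norm, cut at about 30% in these data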; also: 0% is about no effect
#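 Calcium flux readout, no-wash dye, 1 read/s. Inducible HEK293 Trex D2 line, overnight 30 C. Compound alone 180 s (agonist flags), then EC20 dopamine, another 180 s to score potentiation.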
# D2 antag: HTS Assay for Allosteric Antagonists of the Human D2 Dopamine Receptor: Primary Screen for Antagonists | D(2) dopamine receptor (Homo sapiens), P14416 | HEK293 TREx D2 cells, calcium flux, dopamine EC80 | inhibition, % at 10 µM | actives 2% (n = 340,000); in the data active = inhibition above about 30%; also: 0% is about no effect
#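 Calcium mobilization kinetics were recorded at 1 s intervals in tetracycline-induced HEK293 T-REx D2 cells, first for 180 s after compound addition and then 180 s after EC80 dopamine.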
# * hit, by the source's call; nt = no result given; & = joins results of further samples; ! = not confirmed by another sample. Not all compounds are listed (hit frequency here may not be typical).
structure	D1 potentiator	TRHR PAM	RXFP1 agonist	D2 agonist	D1 agonist	D1 antagonist	RXFP1 antagonist	D2 PAM	D2 antag
O=C(Nc1ccccc1)c1ccc2ccccc2n1	-3	2	0.3%	0.7	8	1	6	-2	9
CC1CCCC(C)N1C(=O)Cn1cnc2cc([N+](=O)[O-])ccc2c1=O (stereo not drawn)	2	-5	1.0%	-0.2	2	-13	-8	3	5
COc1ccccc1CCNC(=O)COc1cccc2c1OC(C)(C)C2	-1	10	-1.1%	-0.3	5	11	-16	16	-25
CCCCNC(=O)C(=O)NCC1CCCN1S(=O)(=O)c1cccs1 (stereo not drawn)	5	3	-0.6%	nt	1	11	3	-6	nt
O=C(c1ccccc1)N(Cc1ccco1)C1CCS(=O)(=O)C1 (stereo not drawn)	-6	7	-2.6%	4.1	2	-14	-1	2	37*
Cc1ccc(S(=O)(=O)N2CCN(C(=O)CSc3nc(N)cc(=O)[nH]3)CC2)c(C)c1	2	1	0.4%	0.6	-1	-7	-30	-3	2
COc1ccc(C(=O)OCCCOC(=O)c2ccc(OC)cc2OC)c(OC)c1	-6	-5	0.0%	0.9	1	3	-3	4	-12
COc1ccccc1OCC(=O)Nc1nc(C)c(C)s1	-6	13	-0.5%	0.0	0	11	-10	-1	-4
Cc1ccc(Oc2coc3cc(OC(=O)c4cccs4)ccc3c2=O)cc1	-8	5	3.1%	0.5	7	-2	-14	2	-13
CC(C)Cn1c(N)c(C(=O)COC(=O)c2cc(-c3ccccc3)nc3ccccc23)c(=O)n(C)c1=O	-1	5	0.3%	0.2	4	19	nt	-18	-20
O=C(NCCCl)NNc1c(Cl)cc(Cl)cc1Cl	0	4	-0.9%	0.4	2	0	-4	-4	-5
COc1cccc(NC(=O)N2CCC(NC(=O)C(Cc3cccc(C)c3)NC(C)=O)CC2)c1 (stereo not drawn)	-2	10	3.0%	0.4	2	-18	-21	5	6
OCC(CO)(CO)NCC(O)CN1c2ccccc2Sc2ccccc21 (stereo not drawn)	0	-12	-3.3%	nt	-1	-22	-5	nt	nt
CC(C(O)c1ccc(O)cc1)N1CCC(Cc2ccccc2)CC1 (stereo not drawn)	-3&-13	-5&1	1.1%&2.6%	33*!	7&12	-50*	-9	-26&-30	77*
COc1ccc(C(=O)NC2CC2)cc1OC1CCN(Cc2ccccc2F)CC1	-4	-1	-1.9%	-0.5	2	-53*	-12	-13	-11
O=C(O)c1cc(-c2ccccc2)n(-c2ccccc2)n1	1	11	-0.5%	0.3	-1	-6	-17	3	3
CCCCCCS(=O)Cc1ccccc1 (stereo not drawn)	-4	-1	-1.8%	1.6	-2	-14	3	-2	13
Cc1cc(-c2nn(C)c(=O)c3ccccc23)cc(C)c1O	-11	7	-1.4%	1.0	0	-3	-3	9	4
O=[N+]([O-])c1ccc(P(=O)(Cc2ccccc2)c2ccccc2O)cc1 (stereo not drawn)	-6	4	-1.0%	-0.8	0	-34*	-5	1	0
O=[N+]([O-])c1ccc(N2CCSCC2)cc1	-5	-5	5.9%	0.3	2	-38*	13	1	1
CCOC(=O)c1ccc2[nH]c(C)c(CCC(C)=O)c(=O)c2c1	3	-2	0.0%	0.8	1	-6	0	17	-31
O=c1[nH]c(SCCOc2cccc3ccccc23)nc2ccccc12	10	9	5.6%	nt	0	-8	-3	nt	nt
COc1cc(C(F)(F)F)c(C(=O)N(C)Cc2cccc(Cl)c2)cn1	2	5	-1.2%	-1.0	1	2	-7	-6	8
CCOC(=O)c1c2ccc(OCC(=O)N/N=C/c3ccc(Cl)cc3)cc2n2ccccc12	10	-2	4.3%	4.3	13	-17	nt	-5	-2
S=C(Nc1ccccc1Cl)N1CCOCC1	-6	13	0.3%	0.6	0	6	-11	-4	7
O=C(NCCO)C(F)(F)C(F)(F)C(F)(F)OC(F)(C(=O)NCCO)C(F)(F)F (stereo not drawn)	-3	-1	-0.8%	0.7	1	4	-7	-2	9
CC(Oc1ccc(Cl)cc1)C(=O)Nc1ccc(S(=O)(=O)Nc2nccs2)cc1 (stereo not drawn)	2	9	1.5%	-0.5	4	0	-11	nt	4
CC1=NN(C(=S)Nc2ccccc2)C(C)(C)C1	-6	28	-3.5%	0.4	1	-17	3	18	-12
O=C(N/N=C/c1ccc2cccc(OCc3ccccc3)c2n1)c1ccc(Br)cc1	1	5	10%	0.6	3	-16	18	-19	9
CCOc1ccccc1NC(=O)CSc1nccn1-c1ccccc1	4	-5	0.9%	-0.5	-3	15	-4	-17	1
COc1ccc(Br)cc1/C=N/NC(=O)c1cccnc1	-2	-2	-2.3%	0.5	3	14	2	-17	0
O=C(NCc1cccnc1)Nc1ccc(Cl)cc1Cl	2	-1	-3.1%	-0.4	3	5	-4	-5	0
COCc1cc(C)n(CC(=O)Nc2ccc(N3CCOCC3)c(Cl)c2)c(=O)c1C#N	2	20	0.4%	0.3	0	-4	4	9	-13
CC(C)CCN1CCN(Cc2cccn2-c2nccs2)CC1CCO (stereo not drawn)	0	-2	-0.3%	1.2	3	-11	1	-8	15
CCCn1c(NC(=O)C2CCN(C(=O)c3ccc(F)cc3)CC2)nc2ccccc21	-2	-4	2.5%	-0.3	-1	2	1	-23	1
Cc1cc(C)c(NC(=O)CSc2nc3ccncc3[nH]2)c(C)c1	-5&-3	2&9	1.8%&5.0%	0.4&-1.0	0&-1	-19&19	-17	19&23	9
CC1=C(C(=O)Nc2nc3ccccc3s2)C(c2ccco2)C(C#N)=C(SCC(=O)NC2CCCCC2)N1 (stereo not drawn)	3	1	-0.1%	0.4	3	14	-10	-5	10
COc1ccc(-c2n[nH]c(=S)n2-c2ccc3c(c2)OCCO3)cc1	2	11	1.6%	-0.4	3	14	-15	9	-17
Cc1ccc(OC(=S)Nc2ccccc2)c(C)c1	-2	-1	0.3%	0.3	-1	-11	16	0	21
CCc1ccccc1NC(=O)N1CCOc2ccccc21	-3	-1	21%	0.5	0	5	-11	-1	nt
Cc1ccccc1CSCC(=O)c1c(N)n(CC(C)C)c(=O)n(C)c1=O	-7	-3	-0.3%	0.8	13	-1	-3	12	-8
O=C(c1nc2ccccc2s1)N1CCSCC1	2	0	1.1%	0.5	2	-11	-5	10	-6
O=C(Cn1c(=O)n(CCCC(=O)NC2CCCC2)c(=O)c2ccccc21)NCCC1=CCCCC1	-3	3	1.9%	-0.2	3	-12	-6	3	-30
Cc1cc(Nc2ccccc2C(=O)O)nc2nc3ccccc3c(=O)n12	1	-2	3.4%	1.1	2	0	11	3	-7
CN(Cc1nccs1)C(=O)C1CCC(=O)N(CCc2cccc(F)c2)C1 (stereo not drawn)	-1	-1	-0.7%	0.3	3	3	-3	-2	-8
Cc1ccc(Sc2c(C(=O)NCc3ccccc3C)[nH]c3ccccc23)cc1	5	-4	0.6%	-0.7	-2	5	-7	-4	nt
CCOc1cccc(CN2CCCC(C(=O)Nc3cccc(-n4cccn4)c3)C2)c1 (stereo not drawn)	-9	2	-0.3%	0.1	8	-11	-10	-24	-37
C[C@H]1CCC[C@]2(O[C@@H](CCO)C[C@H](O)[C@H]2O)O1	1	-1	-0.8%	0.3	0	10	nt	-4	31*
COC(=O)C1C(=O)C2=C(CC1C)NC(C)=C(C(=O)OCCOc1ccccc1)C2c1ccc(C)o1 (stereo not drawn)	-6	0	0.9%	nt	0	6	-14	nt	nt
CCC(C(=O)NCc1ccco1)N(C(=O)CNS(=O)(=O)c1ccc(C)cc1)c1ccccc1F (stereo not drawn)	-1	0	0.0%	0.5	2	-2	11	-2	3
CCS(=O)(=O)N1Cc2ccccc2CC1C(=O)NC(C)C12CC3CC(CC(C3)C1)C2 (stereo not drawn)	0	-7	0.4%	0.3	-1	nt	-1	1	5
CC(=O)Nc1ccc(S(=O)(=O)Nc2nc(CN3CCOCC3)nc3sc4c(c23)CCCC4)cc1	0	-4	2.5%	-0.6	0	nt	-4	11	-3
CN(C)c1ccc(-c2nnc(SCC3CCCO3)n2C)cc1 (stereo not drawn)	-5	21	-2.6%	0.5	1	-13	3	3	32*
N=c1n(CC(=O)c2ccc([N+](=O)[O-])cc2)c2ccccc2n1Cc1ccc(Cl)cc1	27	-2	0.0%	-0.1	3	4	nt	-1	0
CC1CCCC(C)N1/N=C/c1ccc(O)c(O)c1 (stereo not drawn)	-8	0	1.7%	1.1	6	0	-2	13	10
Cc1c(C(=O)Nc2ccc(F)cc2)oc2ccc(S(=O)(=O)N3CCCCCC3)cc12	-1	-1	0.7%	-0.5	2	7	-26	2	nt
CCOc1ccc(C(c2c(O)nc(SC)n(C)c2=O)c2c(O)nc(SC)n(C)c2=O)cc1	0	-4	2.4%	nt	1	6	-16	nt	nt
CCOc1ccc(C(=O)N2CCN(c3ccccc3)CC2)cc1OCC	4	-2	2.9%	1.4	-2	-1	-4	10	-16
Cc1cc(C)cc(-n2nnnc2SCC(=O)Nc2nc(-c3ccc(Cl)cc3)cs2)c1	10	3	0.3%	0.7	2	1	-4	8	-2
CCOc1ccc(CC(=O)N/N=C/c2cccnc2)cc1	0	-4	-0.3%	-0.2	3	-13	-5	3	10
COc1ccc(C(=O)C2CCCN(C(=O)c3ccc(CSC)o3)C2)cc1F (stereo not drawn)	-11	0	0.3%	-2.3	1	1	-8	0	-6
Cc1ccc(S(=O)(=O)N2CC(C)N(C(=O)N3CCOCC3)C2)cc1 (stereo not drawn)	0	5	2.5%	1.5	5	18	3	7	2
COc1ccc(S(=O)(=O)Nc2cccc(C)c2C)c2cccnc12	nt	-1	9.2%	-4.5	10	8	-13	4	-16
